Screens (PubChem BioAssay)
JNK3 inh – JNK3 (human) kinase inhibition; purified JNK3 kinase activity, HTS; inhibition, % at 8 µM; hit rate 0.61% among 60,000; P53779; in the data active = inhibition above about 17%;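 also: 0% = DMSO and 100% = reference inhibitor; many of its hits are not listed in these tables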
MMP-13 inhibitor – blocks human MMP13 activity; AID 570; MMP-13 fTHP FRET cleavage, Mca fluorescence; hit rate 0.07% among 65,000; inhibition, % at 4 µM; P45452;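 active = inhibition above the mean of compound-free control plate wells plus 3 SD, cut at about 14% in these data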;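 also: 0% = DMSO wells and 100% = wells with reference MMP-13 inhibitor after basal subtraction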
Cdc25B block – human M-phase inducer phosphatase 2 inhibition; recombinant Cdc25B, OMFP fluorescence Ex485/Em525; inhibition, %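 (compounds tested at 10 µM final in the well)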; hit rate 0.1% among 65,000; in the data active = inhibition above about 50%
PKA inh – PKA (human) kinase inhibition; P17612; inhibition, % at 6 µM; PKA Kemptide phosphorylation, Kinase-Glo ATP luminescence; hit rate 0.1% among 65,000;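 active = inhibition above the screen-wide mean inhibition plus 3 SD, cut at about 21% in these data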; also: many of its hits are not listed in these tables
TNAP act mid DEA – activators of human TNAP at intermediate phosphate acceptor | activation factor at 20 µM | AID 813 | purified TNAP, CDP-star luminescence, 100 mM DEA, 30 min; stronger effect = higher value; scale: 0 levamisole-inhibited, 1 vehicle-only enzyme | 64,000 tested, under 10 active;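 active = activation factor of at least 2 at 20 µM, relative to controls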
Target sequence (P05186 whole entry, looked up): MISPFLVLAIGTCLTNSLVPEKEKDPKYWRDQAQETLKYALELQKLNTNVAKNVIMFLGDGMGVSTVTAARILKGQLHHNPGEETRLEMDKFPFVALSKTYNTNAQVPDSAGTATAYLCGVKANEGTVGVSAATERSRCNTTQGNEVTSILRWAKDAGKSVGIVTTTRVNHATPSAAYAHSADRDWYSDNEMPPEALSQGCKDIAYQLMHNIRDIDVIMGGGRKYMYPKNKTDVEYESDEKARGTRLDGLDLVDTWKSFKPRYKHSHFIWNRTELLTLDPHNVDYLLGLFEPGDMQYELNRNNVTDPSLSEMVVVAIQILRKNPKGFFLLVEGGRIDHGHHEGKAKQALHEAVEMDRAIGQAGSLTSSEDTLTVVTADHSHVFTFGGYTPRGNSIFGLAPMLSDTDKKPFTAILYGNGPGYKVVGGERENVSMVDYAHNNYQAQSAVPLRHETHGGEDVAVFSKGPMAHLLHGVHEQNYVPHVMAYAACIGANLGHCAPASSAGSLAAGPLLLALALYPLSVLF
ROCK2 inh – inhibitors of human Rho kinase 2. hit rate 0.35% among 60,000. inhibition, % at 6 µM. AID 604. O75116. purified ROCK2, Kinase-Glo ATP depletion luminescence;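 active = inhibition above the screen-wide mean inhibition plus 3 SD, cut at about 18% in these data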;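 also: plate controls were DMSO wells for no effect and Y-27632 control wells after no-enzyme background subtraction for full effect; many of its hits are not listed in these tables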
DUSP1 inh – inhibitors of human MKP-1 phosphatase. hit rate 0.15% among 65,000. AID 374. recombinant MKP-1, OMFP hydrolysis fluorescence. P28562. inhibition, %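 (compounds tested at a single concentration somewhere between 10 and 100 µM)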;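 active = inhibition above about 50%, limit read from the data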;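 also: 0% = DMSO max control wells and 100% = wells with enzyme stopped by NaOH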
Target sequence (P28562 whole entry, looked up): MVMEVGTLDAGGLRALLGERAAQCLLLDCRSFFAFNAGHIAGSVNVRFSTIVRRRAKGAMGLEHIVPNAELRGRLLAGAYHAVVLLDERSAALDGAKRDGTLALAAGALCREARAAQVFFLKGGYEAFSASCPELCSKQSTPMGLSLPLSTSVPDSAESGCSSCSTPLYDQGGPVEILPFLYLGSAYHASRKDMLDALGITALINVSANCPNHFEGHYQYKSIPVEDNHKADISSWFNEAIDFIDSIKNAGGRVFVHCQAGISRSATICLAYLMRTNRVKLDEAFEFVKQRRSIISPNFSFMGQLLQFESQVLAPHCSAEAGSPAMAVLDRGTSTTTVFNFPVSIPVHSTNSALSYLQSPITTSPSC
HEK293 NFkB inh – lowers PMA/ionomycin-induced NF-kB signal in HEK293 cells | HEK-293 NF-kB luciferase reporter, luminescence | inhibition, % at 3 µM | hit rate 0.21% among 62,000;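 active = inhibition above the mean of all tested compounds plus 3 SD, cut at about 40% in these data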;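 also: 0% = stimulated DMSO wells and 100% = 10 µM reference inhibitor 5653914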
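Reagent: PMA plus ionomycin mix as NF-kB-activating stimulus. Assay system: NF-kB luciferase reporter HEK-293 cells. Technique: luminescence from luciferase substrate reagent. Incubation: 1 h compound pre-incubation, 16 h PMA/ionomycin at 37 °C. Benchmarks: DMSO only as uninhibited control, 10 µM reference inhibitor as full inhibition. Repeats: tested once.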
Jurkat tox 60K – cytotoxicity toward Jurkat cells; AID 463; inhibition, % at 4 µM; hit rate 1.2% among 56,000; Jurkat E6.1 viability, ATP luminescence, 48 h;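 active = inhibition above the mean inhibition of all tested compounds plus 3 SD, cut at about 28% in these data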
* marks the source's active call; other numbers are inactive results; . = not tested or not shown; [ ] = remark or other dose.

SMILES	JNK3 inh	MMP-13 inhibitor	Cdc25B block	PKA inh	TNAP act mid DEA	ROCK2 inh	DUSP1 inh	HEK293 NFkB inh	Jurkat tox 60K
Cc1ccc2c(c1)N(CC(=O)N(Cc1ccc3c(c1)OCO3)CC1CCCO1)C(=O)C(C)O2 (configuration not stated)	4	0	9	11	0.9	5	21	1	11
COc1cccc(Nc2c(F)c(OC)c(F)c(F)c2C(=O)O)c1	0	0	-2	8	0.9	9	-5	-2	-2
CC1(C)CC(=O)C=C(Nc2cccc(O)c2)C1	0	-3	-1	6	0.9	7	2	0	-1
CC(C)COC(=O)CCn1[nH]c(=O)c2ccccc2c1=O	1	10	-7	4	0.9	4	-16	19	3
Nn1cc(-c2ccccc2)nc1SCC(=O)NCCN1C(=O)CSC1=O	1	-7	-22	2	1	0	-2	3	2
Cc1[nH]c(=S)[nH]c(=O)c1Cc1ccccc1	-5	-2	-11	13	1	2	5	10	-10
COc1ccc(OC)c(NC(=O)CSc2nnc(Cc3cccn3C)n2CCc2ccccc2)c1	-3	6	-29	0	1	5	65*	9	5
CC12C=CC3(CN(Cc4ccccc4)C(=O)C3C1C(=O)NC1CC1)O2 (configuration not stated)	.	0	-3	-2	0.6	.	3	7	.
COC(=O)c1cc(=O)nc2sc(-c3ccc(F)cc3)nn12	.	5	0	3	0.9	.	7	6	.
CC(C)NC(=O)C1CCN(Cc2cnn(-c3ccccc3)c2-n2cccc2)CC1	.	1	-6	10	1	.	-8	17	.
CN(c1cccc(NS(=O)(=O)c2cccs2)c1)S(C)(=O)=O	-7	6	-14	-4	0.8	1	-2	20	4
COc1cc(C2NC(=O)NC(C)=C2C(=O)OCc2ccc(C)cc2)cc(OC)c1O (configuration not stated)	-3	0	-6	-1	0.9	-3	0	19	8
Cn1nnnc1SCCNCc1cccnc1	1	-1	-7	2	1	-3	6	6	10
O=C1Nc2cc(Cl)ccc2C1(N1CCNCC1)C(F)(F)F (configuration not stated)	2	1	16	4	0.9	1	-3	-3	1
O=C(CSc1n[nH]c(-c2cccs2)n1)NCc1cccs1	0	1	-8	11	.	4	24	16	-2
COc1cccc(-n2nnc3c(=O)n(Cc4cccc(C)c4)cnc32)c1	2	0	-13	4	0.9	2	15	11	-3
O=C(c1ccco1)N1CCN(C/C=C/c2ccccc2)CC1	5	2	-8	11	0.9	3	6	7	-3
CCCOC(=O)c1ccc(NC(=O)c2ccoc2C)cc1	8	-2	-6	2	0.8	4	-2	-30	0
O=C(COC(=O)CCC(=O)c1cccs1)Nc1ccc(S(=O)(=O)N2CCOCC2)cc1	-10	-1	-12	4	0.9	5	11	13	0
C=CCNC(=O)c1ccccc1NC(=O)Nc1ccccc1	7	-7	-11	7	0.9	3	12	-6	-6
COc1ccc(Br)cc1-c1noc(-c2ccccc2)n1	-2	0	-11	7	0.8	9	-3	15	-10
CC(C)c1cc(C(F)(F)F)n2nc(C(=O)Nc3ccc4c(c3)OCO4)cc2n1	4	10	-2	8	1	-1	11	-12	-2
COc1ccc(CCNc2cc(=O)[nH]c(N)n2)cc1	2	2	-7	7	1	7	5	2	-5
CCN(CC)C(=O)c1ccc(C)c(Br)c1	-3	3	-17	10	0.9	11	-5	-11	-1
O=C(Nc1ccc(S(=O)(=O)N2CCc3ccccc32)cc1)c1ccc2c(c1)OCO2	-8	2	-8	2	0.8	0	9	13	10
CCCC(=O)Nc1ccc(S(=O)(=O)Nc2cc(C)nc(C)n2)cc1	5	1	-5	3	0.9	-2	3	14	2
CCOC(=O)c1[nH]c(C)c(C(=O)NC2CCCC2)c1C	4	8	-3	-2	0.9	2	6	-2	-3
Cc1occc1C(=O)Nc1cc(C(C)(C)C)on1	-3	1	-1	-7	0.8	-38	1	-40	14
COc1nc(-c2ccccc2)cc(C(F)(F)F)n1	-7	1	-5	3	0.9	-7	-9	17	5
CCCOc1ccc(-c2nnn(CC(=O)OCC)n2)cc1	-3	7	-10	12	0.9	2	3	20	0

Reformatted: entries from further up.
CCN(CC)C(=O)c1ccc(C)c(Br)c1
  JNK3 inh = -3
  MMP-13 inhibitor = 3
  Cdc25B block = -17
  PKA inh = 10
  TNAP act mid DEA = 0.9
  ROCK2 inh = 11
  DUSP1 inh = -5
  HEK293 NFkB inh = -11
  Jurkat tox 60K = -1

O=C(Nc1ccc(S(=O)(=O)N2CCc3ccccc32)cc1)c1ccc2c(c1)OCO2
  JNK3 inh = -8
  MMP-13 inhibitor = 2
  Cdc25B block = -8
  PKA inh = 2
  TNAP act mid DEA = 0.8
  ROCK2 inh = 0
  DUSP1 inh = 9
  HEK293 NFkB inh = 13
  Jurkat tox 60K = 10

CCCC(=O)Nc1ccc(S(=O)(=O)Nc2cc(C)nc(C)n2)cc1
  JNK3 inh = 5
  MMP-13 inhibitor = 1
  Cdc25B block = -5
  PKA inh = 3
  TNAP act mid DEA = 0.9
  ROCK2 inh = -2
  DUSP1 inh = 3
  HEK293 NFkB inh = 14
  Jurkat tox 60K = 2

CCOC(=O)c1[nH]c(C)c(C(=O)NC2CCCC2)c1C
  JNK3 inh = 4
  MMP-13 inhibitor = 8
  Cdc25B block = -3
  PKA inh = -2
  TNAP act mid DEA = 0.9
  ROCK2 inh = 2
  DUSP1 inh = 6
  HEK293 NFkB inh = -2
  Jurkat tox 60K = -3

Next part:
SMILES	JNK3 inh	MMP-13 inhibitor	Cdc25B block	PKA inh	TNAP act mid DEA	ROCK2 inh	DUSP1 inh	HEK293 NFkB inh	Jurkat tox 60K
COc1ccc2oc(-c3ccccc3)c(C(N)=O)c2c1	3	-108[fluorescence artefact?]	-1	-3	0.9	-3	12	22	12
N=c1oc2c3c4c(cc2cc1C(=O)Nc1ccccc1)CCCN4CCC3	-2	-14	6	7	0.9	6	12	3	1
CC1(C)Cc2c(c(-c3ccccc3Cl)[nH]c(=O)c2C#N)CO1	-4	-1	18	-1	0.9	4	-11	.	.
CS(=O)(=O)NC1c2cccc3cccc(c23)C1Sc1nncn1/N=C/c1ccco1 (configuration not stated)	-3	3	-11	-6	0.9	5	-17	-4	0
O=C(Cn1cc2c(n1)CCCCC2)Nc1ccc(F)cc1F	-6	0	-24	9	1	2	2	7	1
CCOC(=O)C1CCN(c2ncnc3c2oc2ccc(Cl)cc23)CC1	0	-3	-1	5	1	4	23	25	-3
CCOC(=O)C1=C(CNCCc2ccc(Cl)cc2)NC(=O)NC1c1ccc2c(c1)OCO2 (configuration not stated)	1	2	-9	7	1	10	-16	18	0
Cc1ccc(Cl)cc1N1CCN(C(=O)C2CCN(S(=O)(=O)c3cccnc3)CC2)CC1	.	3	-6	8	0.8	.	38	17	.
N#Cc1cccc(NC(=O)CC2CCCCC2)c1	3	0	-5	-7	0.9	-1	13	9	7
O=c1ccc2ccc(OCc3nnc(-c4ccccc4Br)o3)cc2o1	-8	-13	1	9	0.9	9	-17	2	0
Cc1cc(C)n(-c2nc(-n3nc(C)cc3C)c3c4c(sc3n2)COC(C)(C)C4)n1	.	-16	-11	5	0.9	.	1	7	.
CC1(C)Cc2c(C#N)c(OCC(=O)c3ccc(Cl)cc3)nc(-c3ccco3)c2CO1	-7	-2	-17	7	0.9	2	-12	18	-4
CCOC(=O)c1sc(NC(=O)C(CC)Sc2nnc3c4ccccc4n(CC)c3n2)nc1C (configuration not stated)	-2	2	-10	13	1	5	25	21	-2
CC1CCN(C(=O)c2cccc(S(=O)(=O)N3CCCCC3)c2)CC1	-6	1	-1	5	0.9	5	2	8	-10
CC1(C)CC(O)C(CCC(O)c2ccccc2)C(C)(C)N1 (configuration not stated)	3	-2	-24	4	1	6	5	9	-9
CC(C)C(c1nnnn1CCc1ccccc1)N1CCN(C(=O)c2ccco2)CC1 (configuration not stated)	7	4	-6	7	1	5	23	-2	-6
O=C(C1CC1)N1CCc2cc(Br)cc(S(=O)(=O)NCCN3CCOCC3)c21	.	0	-4	-2	0.9	.	3	12	.
c1cncc(-c2nnc3n2CCC3)c1	-6	0	-14	1	1	1	4	0	0
COc1ccc(-c2noc(-c3ccccc3C(=O)NCc3ccco3)n2)cc1	-6	0	6	2	0.9	-2	6	18	9
CCC(C)(C)NC(=O)C(OC(=O)c1cc2sccc2n1C)c1ccc(OC)cc1 (configuration not stated)	5	3	-4	9	0.9	4	-9	11	0

Records listed so far printed as active in DUSP1 inh:
| Molecule | JNK3 inh | MMP-13 inhibitor | Cdc25B block | PKA inh | TNAP act mid DEA | ROCK2 inh | DUSP1 inh | HEK293 NFkB inh |
| --- | --- | --- | --- | --- | --- | --- | --- | --- |
| COc1ccc(OC)c(NC(=O)CSc2nnc(Cc3cccn3C)n2CCc2ccccc2)c1 | -3 | 6 | -29 | 0 | 1 | 5 | 65* | 9 |

Going on with the list:
SMILES	JNK3 inh	MMP-13 inhibitor	Cdc25B block	PKA inh	TNAP act mid DEA	ROCK2 inh	DUSP1 inh	HEK293 NFkB inh	Jurkat tox 60K
COc1ccc(OC)c(NC2=NC3(CCCC3)N=C(N)N2)c1	0	-1	-2	4	0.9	6	-5	-6	0
COC(=O)[C@H](C)NC(=O)NCc1ccco1	-2	1	1	5	0.9	1	-24	7	-6
CCCS(=O)(=O)N1CCCC(C(=O)NCCN(C)Cc2ccccc2)C1 (configuration not stated)	3	-10	14	-4	1	4	6	11	0
O=C(Nc1cccc(Br)c1)c1cc2ccccc2o1	-1	4	-4	7	0.8	3	5	-33	4
COc1cccc(N2CCN(c3ncccn3)CC2)c1	-1	4	-3	-7	1	0	12	0	3
COc1ccc2c(c1)OC(O)(C(F)(F)F)CC2=O (configuration not stated)	-3	7	1	0	0.9	0	5	-1	5
CC(=O)c1ccc(NC(=O)CSc2nc3nc(C)cc(C)n3n2)cc1	2	2	-8	4	1	-1	1	2	3
COC(=O)[C@H](CCSC)NC(=O)Nc1ccc(OC)cc1	1	2	-4	6	0.9	1	-29	-5	-3
COc1cccc(-c2cc(C(=O)NC3CCCC3)no2)c1	.	1	-4	0	0.9	.	18	-39	.
Cc1noc(C)c1S(=O)(=O)N(CCc1ccccc1)Cc1ccccc1	-1	0	-23	2	0.9	-1	-22	7	9
c1ccc2c(c1)oc1c(Nc3ccc(CN4CCOCC4)cc3)ncnc12	2	-3	-5	5	1	0	4	-11	13
Cc1ccc(C(=O)O)cc1S(=O)(=O)NCC1CCCO1 (configuration not stated)	-4	5	0	-4	0.9	0	-5	3	2
CCOC(=O)N1CCN(C(=O)N2CCOCC2)CC1	-3	3	6	-1	0.9	2	3	10	-2
O=C(NC1C=CS(=O)(=O)C1)c1sc2ccccc2c1Cl (configuration not stated)	1	-4	-2	12	1	8	7	19	22
CCOC(=O)c1cc2sc(C)cc2n1CC(=O)Nc1ccc2c(c1)OCCO2	.	-2	0	-6	1.1	.	31	7	.
COc1ccc(C2C(C(C)=O)=C(O)C(=O)N2C)c(OC)c1 (configuration not stated)	-4	-6	6	0	0.8	1	-7	4	-11
